All columns: NCI-60 one-dose screen, growth in % after 48 h at 10 µM unless noted; 100 = growth as untreated, 0 = no growth, -100 = all killed.
K-562 = K-562 leukemia; AID 1794777; 78,000 compounds, 7.4% hits
MDA-MB-231 = MDA-MB-231 breast cancer. 81,000 compounds, 5% hits
HS 578T = HS 578T breast cancer; 78,000 compounds, 4.1% hits; AID 1794788
T-47D = T-47D breast cancer | AID 1794792 | 79,000 compounds, 5% hits
LOX IMVI = LOX IMVI melanoma; 79,000 compounds, 7.4% hits; AID 1794757
MCF7 = MCF7 breast cancer; AID 1794796; 82,000 compounds, 6.3% hits
MDA-MB-468 = MDA-MB-468 breast cancer; AID 2202374; 78,000 compounds, 8.5% hits
BT-549 = BT-549 breast cancer; 78,000 compounds, 4.4% hits; AID 1794793
An asterisk follows results filed as active; nt = not tested or not shown; & = joins results of further samples; ! = repeats disagree. The calls were made as follows: active = growth percent below 10; inactive = the rest. This is a random part of the collection. About 12% of those tested had a hit in this group.

Start of the listing, in advance (2 entries):
SMILES	K-562	MDA-MB-231	HS 578T	T-47D	LOX IMVI	MCF7	MDA-MB-468	BT-549
CCN1C2CCC1/C(=C\c1ccc(F)cc1)C1=C2[C@@H](c2ccc(F)cc2)C(C#N)=C(N)O1 (stereo partly drawn)	nt	107	104	84	101	90	96	106
CCCCN(C=S)CCCC	113	104	97	81	106	88	101	97

Results, previewed entries included:
SMILES	K-562	MDA-MB-231	HS 578T	T-47D	LOX IMVI	MCF7	MDA-MB-468	BT-549
CCN1C2CCC1/C(=C\c1ccc(F)cc1)C1=C2[C@@H](c2ccc(F)cc2)C(C#N)=C(N)O1 (stereo partly drawn)	nt	107	104	84	101	90	96	106
CCCCN(C=S)CCCC	113	104	97	81	106	88	101	97
O=C(CCCn1c(O)c(/C=C2\C=Nc3ccccc32)sc1=S)N1CCOCC1	99	100	90	94	94	91	99	116
C#CCN1CCC2(CC1)N(Cc1cn([C@@H]3O[C@H](CO)[C@@H](O)[C@H](O)[C@H]3O)nn1)C(=O)c1ccccc1N2CC#C	nt	104	109	109	98	97	106	108
CCOc1c(F)ccc2c(NC)nc(SCC)nc12	99	102	100	96	93	95	98	98
CCN(CC)CC#CCOC(=O)[C@]1(C)CCC[C@@]2(C)[C@H]1CC(C=O)=C1C=C(C(C)C)CC[C@@H]12	21	76	67	42	73	68	42	53
O=[N+]([O-])c1ccc(NC(=S)N/N=C/c2cc3ccccc3n3nnnc23)cc1	12	61	67	47	39	14	62	80
COc1nc(=O)n(C2CCCO2)cc1C (stereo not drawn)	96	107	106	nt	100	99	108	106
O=C(O)C(c1ccccc1)C(O)C1CC=CCC1 (stereo not drawn)	147	109	102	115	103	102	108	117
O=C(c1cccc(Br)c1)N1CCN(c2ccnc3cc(Cl)ccc23)CC1	68	92	112	44	102	89	66	112
COc1ccc(C(=O)c2cc(OC)c(C)c(OC)c2)cc1OC(=O)CCl	9.2*	30	40	44	22	13	38	16
NC(N)=N/N=C(/c1ccccc1)c1ccc2ccccc2c1	100	118	106	94	97	100	111	104
COc1ccccc1NC(=O)N/N=c1\cc(C)c2ccc(O)cc2o1	93	97	106	88	95	101	105	93
COC1=C(Nc2ccccc2C)C(=O)C(OC)=C(Nc2ccccc2C)C1=O	113	94	103	96	97	112	100	87
CCOC(=O)c1sc(/N=C2\NC(=O)/C(=C/c3ccc(N4CCOCC4)cc3)S2)nc1C	101	101	107	102	79	93	102	92
Cc1ncc(-c2ccc(N)c(NC(=O)N3Cc4cn(C)nc4C3)n2)s1	103	115	102	104	87	87	98	118
CS(=O)/C(C#N)=C\C=C\c1cccc(Cl)c1 (stereo not drawn)	10	41	43	17	-53*	13	3.3*	10.0*
C/C1=C\CC2CCC(C)(O)C(CC(O)/C(C)=C/CC1)C2(C)C (stereo not drawn)	99	97	111	102	91	106	nt	58
Cc1ccc2nc(-c3c(-c4ccc(F)cc4)nc4ncccn34)[nH]c2c1	65	108	104	81	nt	95	91	92
COc1cc(C2C3=C(COC3=O)N(CCO)c3cc4c(cc32)OCO4)cc(OC)c1OC (stereo not drawn)	nt	-1.0*	-6.4*	37	26	-6.9*	0.6*	11
COc1ccc(/C=N/N=C2c3ccccc3-c3ccccc32)cc1O	85	95	112	75	88	58	78	121
O=C(/C=C/c1cc2ccccc2[nH]c1=O)c1ccc2c(c1)OCO2	87	94	94	72	76	81	114	84
COc1cc(NCC(=O)Nc2cc(Nc3ccccc3F)ncn2)c(Cl)c(OC)c1Cl	83	60	88	46	63	88	103	90
COc1cc(CCCO)c(OC)c2c1OCO2	107	106	104	89	97	105	101	104
Fc1cc(F)cc(C(c2c[nH]c3ccccc23)c2c[nH]c3ccccc23)c1	118	87	82	97	84	110	111	135
CC1=C(/C=C/C(C)=C/C=C/C(C)=C/C(=O)Nc2ccc(O)cc2)C(C)(C)CCC1	nt	55	63	5.8*	2.6*	8.8*	30	22
O=C1c2c(c3c4cccnc4[nH]c3c3ccc4ccccc4c23)C(=O)N1CCN1CCNCC1	-36*	90	107	99	nt	28	87	102
O=C(CSc1nc2sc3c(c2c(=O)n1-c1ccc(Cl)cc1)CCCC3)N/N=C/C=C/c1ccccc1	19	-69*	-17*	-25*	32	13	-82*	-74*
Cc1cc(Cl)ccc1NCN1C(=O)c2ccccc2C1=O	99	93	131	90	92	96	101	90
Fc1ccc(-c2nnc(-c3ccc(Cl)cc3)o2)cc1	94	100	110	96	104	89	95	97

Random excerpt: 5 compounds from above.
SMILES	K-562	MDA-MB-231	HS 578T	T-47D	LOX IMVI	MCF7	MDA-MB-468	BT-549
COc1ccc(C(=O)c2cc(OC)c(C)c(OC)c2)cc1OC(=O)CCl	9.2*	30	40	44	22	13	38	16
Cc1ncc(-c2ccc(N)c(NC(=O)N3Cc4cn(C)nc4C3)n2)s1	103	115	102	104	87	87	98	118
C/C1=C\CC2CCC(C)(O)C(CC(O)/C(C)=C/CC1)C2(C)C (stereo not drawn)	99	97	111	102	91	106	nt	58
O=C(c1cccc(Br)c1)N1CCN(c2ccnc3cc(Cl)ccc23)CC1	68	92	112	44	102	89	66	112
CCOc1c(F)ccc2c(NC)nc(SCC)nc12	99	102	100	96	93	95	98	98

The listing continues:
SMILES	K-562	MDA-MB-231	HS 578T	T-47D	LOX IMVI	MCF7	MDA-MB-468	BT-549
Clc1cccc(Cl)c1C(Nc1nc2ccccc2s1)Nc1nc2ccccc2s1	80	104	106	96	86	91	72	92
Cc1ccc([N+](=O)[O-])cc1NC(=O)Nc1onc(C)c1C	86	105	109	86	95	86	104	100
CCC(O)CC(CC)CO (stereo not drawn)	105	108	130	115	103	98	113	nt
O=C1OC(c2ccccc2)=C/C1=C/c1ccccc1O	95	111	95	99	95	102	100	115
COCCCNCC(=O)Nc1cccc(Cl)c1C	102	112	121	92	94	95	108	94
CC(C)C1=CC[C@H]2C(=C1)CC[C@@H]1[C@]2(C)CCC[C@@]1(C)C(=O)O	103	109	95	94	98	102	110	110
O=c1c2cc(F)ccc2sc2c(N3CCOCC3)nc3ccccc3c12	107	94	100	106	101	56	113	105
COc1cc(CN2CC3(Cc4c(C(C)(C)C)nn(-c5ccccc5)c42)C(=O)c2ccccc2C3=O)cc(OC)c1OC	91	87	106	92	96	101	106	102
CCOC(=O)c1ccc2n1CCCc1cnc(N)nc1-2	107	116	101	nt	97	94	97	108
CCc1cccc(CC)c1NC(=O)c1sc2nc3c(cc2c1N)CCCC3	27	80	65	64	75	43	79	75
Cc1onc(C(=O)NNC(=O)Nc2ccc(Cl)cc2)c1C(=O)N1CCN(C(c2ccccc2)c2ccccc2)CC1	87	107	94	103	87	86	99	103
Cc1ccn2c(C(=O)NCc3ccc(OCc4cn(Cc5ccccc5)nn4)cc3)c(C)nc2c1	68	73	105	67	84	87	57	86
Clc1nnc2ccc(N3CCC(c4ccccc4)CC3)nn12	62	86	89	79	90	72	61	107
C[n+]1ccccc1/C=C\c1ccccc1Cl	91	117	111	107	96	100	95	113
FC(F)(F)c1cc(-c2cnc(Cl)nc2NC2CCCCCC2)cc(C(F)(F)F)c1	100	78	96	101	99	89	92	116
O=C(Cn1nnc2ccccc21)N/N=C/c1c[nH]c2ccccc12	15	52	58	37	46	22	34	52
CSc1nn(-c2ccccc2)c2ncnc(Oc3ccccc3C)c12	81	84	111	90	90	98	87	104
Cc1ccc(C(=O)CSc2nnc3sc(Nc4ccc(F)cc4)nn23)cc1	98	98	94	86	98	95	92	104
Cc1cccc(C)c1NC(=O)n1c(=O)cc(C)c2ccc(O)cc21	126	101	99	110	101	112	111	99
N#C/C(=C\n1ccc(=O)[nH]c1=S)c1nc2ccccc2s1	102	96	nt	96	94	93	117	97
C=CC(=O)Nc1ccc(Oc2nccc(Nc3nnc(-c4ccc(C)cc4)s3)n2)cc1	29	88	67	89	60	81	111	73
COc1ccc(-c2cn(-c3ccccc3)c(-c3ccccc3)n2)cc1OC	15	74	103	131	15	19	9.8*	15
CC(CCc1ccccc1)NCC(O)c1ccc(O)c(C(N)=O)c1 (stereo not drawn)	98	100	107	110	124	nt	101	114
CC12CCC(O1)C1C(=O)OC(=O)C12 (stereo not drawn)	91	94	98	108	96	92	96	105
CCn1nc(-c2ccccn2)c2cccnc2c1=S	36	53	97	42	88	7.9*	49	104
O=C(O)c1cc(N=C2C=CC(=C(c3ccccc3)c3ccc(Nc4ccc(Cl)c(C(=O)O)c4)cc3)C=C2)ccc1Cl	88	107	109	113	99	88	108	102
CSc1ncc(-c2ccc3c(c2)COC3(CCCN(C)C)c2ccc(F)cc2)cn1 (stereo not drawn)	51	77	80	87	75	73	73	92
COc1cc2c(cc1OC)-n1c(cnc1-c1ccccc1)N1NCC(=O)C=C21	92	99	98	90	nt	86	104	111
CC1CCCC(C)N1CCOc1cc([N+](=O)[O-])ccc1C#N (stereo not drawn)	102	94	100	97	103	99	109	107
COc1cc(-c2nc(-c3ccccc3)[nH]c2-c2ccnc(NCCCNS(=O)(=O)c3ccc(C(F)(F)F)cc3)n2)ccc1Cl	24&18	56&57	72&59	21&44	48&18	9.6*!	42&14	67&45
C=CCn1cc(-c2nc3ccccc3s2)c2cc(-c3ccc4c5c(cccc35)C(=O)N(CCO)C4=O)ccc21	91	85	104	78	95	80	96	99
COCOc1cc2oc(C(=O)N[C@@H](Cc3ccccc3)C(O)C(=O)NCc3ccccc3)c(C)c(=O)c2cc1OCOC (stereo partly drawn)	90	21	71	98	nt	67	80	96
c1coc(-c2cnc3ccccc3n2)c1	108	122	105	105	99	92	110	111
NCCNc1nc2ccccc2c2c(=O)c3cccc(F)c3sc12	17	45	68	71	47	45	71	99
C[C@]12CCCC[C@@H]1CC[C@@H]1[C@@H]2CC[C@@]2(C)[C@H]1CC[C@H]2[N+](=O)[O-]	nt	110	97	nt	100	111	111	112
O=C(O)c1ccccc1N=N/C(=N\Nc1cc(S(=O)(=O)O)ccc1O)c1ccccc1	94	113	108	109	100	98	116	nt
COc1ccc(/C=N/Nc2nc3c([nH]2)c(=O)n(C)c(=O)n3C)cc1	99	108	143	100	118	101	94	99
Nc1nc2ncc(CNc3ccc(C(=O)N[C@@H](CCC(=O)O)c4nn[nH]n4)cc3)nc2c(=O)[nH]1	102&101	99&104	102&106	92&103	93&94	101&96	105&92	106&87
COc1cc(Cl)cc(-c2nn(-c3cccc(NC(=O)c4ccc(N5CCOCC5)c(C(F)(F)F)c4)c3)cc2-c2ccncc2)c1	4.0*	11	41	49	47	45	50	73
CCOC(=O)c1c(/N=N/N2CCCC2)[nH]c2cnccc12	101	97	nt	82	92	43	73	88
CC1(C)[C@H](O)CC[C@]2(C)[C@@H]1CC[C@@]13C[C@@H](CC[C@H]12)[C@@](O)(CO)C3	104	114	98	105	103	99	106	90
OC(c1ccccc1)(c1ccccc1)C(F)(F)F	100	101	nt	92	105	104	113	nt
N#CC(CCc1ccncc1)c1ccccc1 (stereo not drawn)	85	104	93	96	94	96	101	96
Cc1cc(=O)oc2cc(Oc3nc(-c4cccs4)cn4c(-c5cccs5)cnc34)ccc12	82	63	68	55	38	60	55	25
CCNC(=O)Oc1ccc(/C(=C(/CC)Cc2ccccc2)c2ccc(OCCN3CCCC3)cc2)cc1	65	80	93	68	91	36	87	100
O=c1oc2ccccc2cc1-c1cs/c(=N/N=C\c2ccc(Cl)cc2)n1/N=C/c1ccc(Cl)cc1	nt	103	111	92	108	100	110	118
Cc1ccc(N2C(=O)CCSC2=S)cc1	112	101	101	94	95	95	90	100
Cc1c(O)cc(-c2cnc(Nc3ccc(Cl)cc3)s2)c(O)c1C	76	78	90	65	80	83	91	94
CS/C(N)=N/N	99	105	101	108	102	94	123	96
CCOc1cc2ncc(C#N)c(Nc3ccc(OCc4cccc(F)c4)c(Cl)c3)c2cc1NC(=O)CCCCC1CCSS1 (stereo not drawn)	80	96	91	64	80	59	70	98
COc1cccc(-n2cc(C#N)c(N)c2C(=O)c2ccc(C)cc2)c1	80	92	108	92	95	97	56	111
NC(=O)C1(Nc2ccccc2Cl)CCCC1	107&95	102&104	97&117	104&98	102&99	108&103	115&100	100
CC(C)CCSc1nc(-c2ccc(F)cc2)c(C#N)c(N2CCN(C)CC2)n1	63	53	79	68	78	84	98	89
CC(=O)c1cccc(N=NN(C)C)c1	105	111	128	97	106	104	100	101
O=C(Nc1cc(Cl)cc(Cl)c1)Nc1cc(Cl)cc(Cl)c1	-25*	-66*	-19*	-19*	-91*	-21*	-40*	-41*
COc1ccccc1C1CCCCC1	103	109	112	104	100	98	114	nt
CC(=O)N1N=C(c2nc3ccccc3[nH]2)CC1c1cc(-c2cc3ccccc3o2)n(-c2ccccc2)n1 (stereo not drawn)	97	nt	nt	81	nt	95	108	91
CC(=O)OCC1OC(OC(C)=O)C(NC(=O)NS(=O)(=O)c2ccc(CCNC(=O)c3cc(Cl)cc(Cl)c3)cc2)C(OC(C)=O)C1OC(C)=O (stereo not drawn)	94	103	107	105	94	92	91	108
CCCCCCCCN(CCCCCCCC)CC(O)c1cc(Cl)ccc1OC (stereo not drawn)	50	52	69	51	13	55	33	102
NNC(=O)c1cccc(N)c1	106	111	90	98	100	102	103	114
